Mtb RmlCD inh = inhibitors of Mycobacterium tuberculosis RmlC and RmlD coupled enzymes; P9WH09+P9WH11; RmlC+RmlD coupled enzyme assay, percent inhibition; primary screen in compound mixtures; inhibition, % at 3.6 µM; 0.03% of 160,000 active; AID 1533; in the data active means inhibition mostly above about 34%, no sharp cut-off; inconclusive means no clear call, values can overlap the other calls; inactive means mostly below about 22%; further: some results filed as inactive read as strong as hits
Target sequence (P9WH09 whole entry, looked up): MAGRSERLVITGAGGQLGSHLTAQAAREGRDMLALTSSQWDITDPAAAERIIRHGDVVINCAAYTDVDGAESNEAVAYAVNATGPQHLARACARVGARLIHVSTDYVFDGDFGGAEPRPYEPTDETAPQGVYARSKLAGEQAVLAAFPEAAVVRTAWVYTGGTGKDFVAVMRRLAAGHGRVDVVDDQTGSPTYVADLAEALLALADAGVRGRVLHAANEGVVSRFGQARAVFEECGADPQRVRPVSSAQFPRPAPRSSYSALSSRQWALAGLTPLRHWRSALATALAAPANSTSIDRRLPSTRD
Target sequence (P9WH11 whole entry, looked up): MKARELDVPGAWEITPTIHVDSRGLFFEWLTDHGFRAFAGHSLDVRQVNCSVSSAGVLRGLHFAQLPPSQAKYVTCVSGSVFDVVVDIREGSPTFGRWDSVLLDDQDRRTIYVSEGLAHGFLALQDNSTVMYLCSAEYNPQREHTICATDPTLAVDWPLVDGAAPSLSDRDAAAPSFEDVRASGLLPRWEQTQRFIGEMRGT
GlmU inhibition = inhibition of mycobacterial GlmU enzyme – biochemical, glucosamine-1-phosphate acetyltransferase (AID 1376) | M. tuberculosis GlmU acetyltransferase enzyme assay; higher % means a stronger effect | inhibition, %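 (tested at 30 µM in the primary screen)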, or IC50 in µM where a hit was titrated | 0.25% of 220,000 active; in the data active means inhibition above about 13%; inconclusive means no clear call, values can overlap the other calls;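 further: 0% = complete reaction with vehicle and 100% = reaction without substrate; strong numbers were not always called active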
Active calls of the source: *; ? = inconclusive; · = not tested or not shown; & = joins results of further samples. These rows are one share of the data (hit frequency here may not be typical).

entry	Compound	GlmU inhibition	Mtb RmlCD inh
1	CCOc1cc(C(=O)Nc2ccc(F)cc2)cc(Br)c1OC	1.4%	·
2	CC(=O)c1c(C(C)=O)c(C)n(Cc2ccc3c(c2)OCO3)c1C	-1.6%	-12
3	Cc1ccc2oc(=O)c(/C=C(\O)c3ccco3)nc2c1	1.5%	-1
4	CCCCOC(=O)Nc1nnc(CC)s1	-3.0%	·
5	COCCCNC(=S)N(Cc1ccccc1)Cc1ccc(F)cc1	4.6%	7
6	COc1ccc2cc(CCNC(=O)C(C)(C)C)c(=O)[nH]c2c1	2.4%	10
7	CN(C)c1cccc(N(C)C)c1CNC(=O)C(C)(C)C	3.0%	-5
8	Cn1ncc2c(=O)[nH]cnc21	2.9%	-5
9	CCCCC1=CC2=CC(=O)C(C)(OC(=O)CC)C(=O)C2=CN1C(CO)CO (centres undefined)	0.8%	-12
10	COc1cc2c(C(=O)NCc3ccc4c(c3)OCO4)cn(C)c(=O)c2cc1OC	-2.5%	·
11	C/C(=N\NC(=O)Cc1c(C)[nH][nH]c1=O)c1cccc(Br)c1	2.9%	-4
12	COCCN(C(=S)Nc1ccc(C)cc1C)C(C)c1cccs1 (centres undefined)	5.9%	-2
13	CCOc1ccc(S(=O)(=O)NCc2ccc(F)cc2)c2cccnc12	2.9%	10
14	COc1ccccc1NC(=O)CSc1ncnc2c1oc1ccccc12	-5.5%	28
15	CO/C(N)=C(\C#N)N=Cc1ccccc1Cl	2.1%	-6
16	O=C(Nc1ccccc1)Nc1ccc(Cl)c([N+](=O)[O-])c1	1.5%	-14
17	CCN1C(=O)NC2C1N(S(C)(=O)=O)CCN2S(C)(=O)=O (centres undefined)	-2.9%	·
18	CN(c1ccccc1)S(=O)(=O)c1cc(C(=O)OCC(N)=O)ccc1Cl	1.8%	11
19	Cc1oc2c(C)c(O)ccc2c(=O)c1-c1cnn(-c2ccccc2)c1	-1.8%	3
20	O=C(O)CCN1C(=O)c2ccc(NC(=O)c3cccs3)cc2C1=O	0.0%	·

Single records, from the list above. Order of screens: GlmU inhibition, Mtb RmlCD inh
Results for `O=C(O)CCN1C(=O)c2ccc(NC(=O)c3cccs3)cc2C1=O` : 0.0%, ·
Results for `O=C(Nc1ccccc1)Nc1ccc(Cl)c([N+](=O)[O-])c1` : 1.5%, -14
Results for `COc1ccccc1NC(=O)CSc1ncnc2c1oc1ccccc12` : -5.5%, 28

(further entries)
entry	Compound	GlmU inhibition	Mtb RmlCD inh
21	Cc1nc2cc(NC(=O)c3ccc(N4C(=O)CCC4=O)cc3)ccc2s1	-2.1%	-4
22	Cc1ncc(CN2CCCC(CCC(=O)NCc3ccc(F)c(F)c3)C2)s1 (centres undefined)	1.3%	-6
23	O=C(Nc1nnc(SCc2ccc(F)cc2)s1)C1CC(=O)N(Cc2ccccc2)C1 (centres undefined)	2.7%	-10
24	C/C(=C\c1ccco1)C1C(C#N)=C(N)Oc2n[nH]c(-c3ccc(C)cc3)c21 (centres undefined)	-0.3%	·
25	COc1ccc(NC2=C3CC(C)CC=C3N(c3ccc(OC)cc3)C2=O)cc1 (centres undefined)	-1.0%	1
26	Cc1noc(C)c1C(=O)NC(C)C12CC3CC(CC(C3)C1)C2 (centres undefined)	-3.3%	-15
27	Cc1ccc(S(=O)(=O)N(C)c2c(C)ccc(S(N)(=O)=O)c2C)cc1	2.1%	-16
28	COC(=O)c1cccc(NC(=O)c2cccnc2)c1	-0.5%	-5
29	CCCN(CCC)c1nc(N)nc(-c2cc(Cl)ccc2OC)n1	-2.1%	7
30	CCOCCCNS(=O)(=O)c1ccc(NC(=O)CN2C(=O)c3ccccc3C2=O)cc1	2.4%	-8
31	O=C(COc1ccc(Cl)cc1)N1CCN(Cc2ccc([N+](=O)[O-])cc2)CC1	-6.6%	-2
32	CNC(=S)NNC(=O)c1cccn(Cc2ccc(Cl)cc2Cl)c1=O	·	8
33	CCc1nc(C)ccc1OCC(=O)N1CCc2c([nH]c3ccccc23)C1c1ccccn1 (centres undefined)	-0.8%	4
34	O=C(CSc1ncn(-c2ccccc2)n1)NCc1ccccc1	1.4%	·
35	CCOC(=O)C(NC(=O)CC)C(O)c1cccc([N+](=O)[O-])c1 (centres undefined)	2.6%	·
36	CC(OC(=O)CCC(=O)c1cccs1)C(=O)Nc1ccccc1[N+](=O)[O-] (centres undefined)	3.3%	4
37	N/C(=N\OC(=O)c1ccc(Cl)cc1Cl)c1ccccc1	-0.3%	·
38	Cc1ccc(NC(=O)C(C)Sc2nc(=O)cc(N)n2-c2ccccc2)cc1 (centres undefined)	-1.8%	·
39	CC(=O)c1c(C)[nH]c(C(=O)Nc2ccc(Cl)c(S(=O)(=O)N(C)C)c2)c1C	-3.8%	-8
40	O=C(Nc1nc2n(n1)C(c1ccccc1)C=C(c1ccccc1)N2)c1ccco1 (centres undefined)	2.5%	-8
41	Cc1ccc(C#N)c(SCc2cc3c(cc2Cl)OCO3)n1	6.9%	-10
42	CC(=O)C(=Cc1cc(C)n(-c2ccccc2)c1C)C(C)=O	3.4%	-13
43	CC(=O)c1ccc(N2CCN(C(=O)c3ccc(Br)cc3)CC2)c(F)c1	6.6%	·
44	O=C(Cc1ncc(C(F)(F)F)cc1Cl)Nc1cccc(Br)c1	2.8%	-3
45	O=C(CS(=O)(=O)Cc1ccccc1)N1CCN(c2cccc(C(F)(F)F)c2)CC1	1.4%	-5
46	CCc1ccc(NC(=O)C(=O)NCC(O)c2ccccc2)cc1 (centres undefined)	-6.5%	-11
47	Cc1ccc(OC(F)F)c(NC(=O)Nc2cccc(C(F)(F)F)c2)c1	1.7%	·
48	Cc1cc(NC(=O)c2c(Br)c(C)nn2C)no1	0.6%	-3
49	COc1ccc(C/C(N)=N/OC(=O)c2cccc([N+](=O)[O-])c2)cc1	1.4%	5
50	O=c1[nH]c(Cc2ccccc2)nc2c1oc1ccccc12	3.1%	·
51	COc1ccccc1Cn1c(=O)c2ccccc2n2c(Sc3ncnc4sccc34)nnc12	0.9%&1.2%	3
52	O=C(O)CCCCCCCCCCP(=O)(c1ccccc1)c1ccccc1	-6.0%	4
53	Cc1ccc(NC(=O)C(=O)NCCOc2ccccc2Cl)cc1	3.8%	11
54	Cc1ccc(OCCOCCOc2ccc(Br)cc2/C=N\NC(=O)c2ccncc2)cc1	1.2%	-10
55	CN(n1cnc2ccccc2c1=O)S(C)(=O)=O	-3.0%	-6
56	CCCc1nnc(NC(=O)Nc2ccccc2OC)s1	0.4%	-5
57	CCc1c(O)nc(SCC(=O)N2CCCCC2)n(-c2ccccc2C)c1=O	7.9%	8
58	COc1ccccc1CC(=O)N1CCN(c2ccc([N+](=O)[O-])cc2)CC1	0.1%	·
59	CC(C)Cc1c(O)nc(SCC(=O)Nc2ccc3c(c2)CCC3)[nH]c1=O	-2.0%	·
60	COc1ccccc1NC(=S)N(CCCN1CCOCC1)Cc1cn(C)c2ccccc12	7.7%	·
61	O=C(C1CCN(Cc2cccs2)CC1)N1CCN(Cc2ccc3c(c2)OCO3)CC1	2.1%	3
62	COc1cccc(-c2nc(CS(=O)(=O)CC(=O)N3CCN(C)CC3)c(C)o2)c1	2.4%	-11
63	CC(C)C(=O)c1c(C(C)C)nn2ccccc12	0.6%	·
64	CC(=O)Nc1ccc(N(C(=O)CNC(=O)c2ccco2)C(C(=O)NCC2CCCO2)c2ccccc2)cc1 (centres undefined)	-0.9%	-13
65	CCOC(=O)c1c(/N=C/c2c(O)n(-c3ccccc3F)c(=S)[nH]c2=O)sc2c1CCCC2	2.5%	·
66	COC(C/C=C\[C@H](O)[C@@H](C)OCc1ccccc1)OC	4.2%	·
67	CCOC(=O)C(C)Oc1c(C(=O)OC)sc2ncccc12 (centres undefined)	-2.0%	-3
68	Cc1ccc(NC(=O)CCCc2nc3ccccc3s2)c(O)c1	-2.1%	-4
69	Cc1ccc(CNC(C)(C)CO)cc1	-8.0%	·
70	C/C(=C\[C@@H](NP(=O)(c1ccccc1)c1ccccc1)c1ccccc1)CO[Si](c1ccccc1)(c1ccccc1)C(C)(C)C	-4.2%	·
71	O=C(Nc1ccc(N2CCCC2)cc1)c1ccc([N+](=O)[O-])cc1Cl	-2.0%	·
72	COc1ccc(OC)c(NC(=O)C2CC(=O)N(CCc3ccccc3)C2)c1 (centres undefined)	0.6%	5
73	CCCc1[nH]nc2c1C1(C(=O)N(C(C)C)c3ccccc31)C(C#N)=C(N)O2 (centres undefined)	3.0%	0
74	COc1cccc(C(=O)C2CCCN(C(=O)c3ccc(C#CC(C)(C)O)cc3)C2)c1 (centres undefined)	1.9%	5
75	O=C(O)CC1S/C(=N/N=C/c2ccc(-c3ccc(Cl)c([N+](=O)[O-])c3)o2)NC1=O (centres undefined)	2.9%	15
76	CC(=O)c1cc(C(C)=O)c(C)nc1C	4.1%	3
77	CCN(CC)C(=O)Oc1ccc(NC(C)=O)cc1	1.6%	10
78	Cc1ccc(-n2ncc3c(N4CCN(c5ccc(F)cc5)CC4)ncnc32)c(C)c1	1.9%	12
79	O=C(Cn1cnc2c(nnn2Cc2ccc(F)cc2)c1=O)NCc1ccco1	-1.4%	2
80	Cc1c(NC(=O)c2cccs2)cccc1C(=O)O	1.0%	-1

An excerpt of these results, with two lines to a compound.
The line under a structure holds: GlmU inhibition | Mtb RmlCD inh
65: CCOC(=O)c1c(/N=C/c2c(O)n(-c3ccccc3F)c(=S)[nH]c2=O)sc2c1CCCC2
→ 2.5% | ·
19: Cc1oc2c(C)c(O)ccc2c(=O)c1-c1cnn(-c2ccccc2)c1
→ -1.8% | 3

An excerpt of these results, as labelled records:
78	Cc1ccc(-n2ncc3c(N4CCN(c5ccc(F)cc5)CC4)ncnc32)c(C)c1
  GlmU inhibition: 1.9% | Mtb RmlCD inh: 12
79	O=C(Cn1cnc2c(nnn2Cc2ccc(F)cc2)c1=O)NCc1ccco1
  GlmU inhibition: -1.4% | Mtb RmlCD inh: 2

More records follow.
entry	Compound	GlmU inhibition	Mtb RmlCD inh
81	CC1(CCc2ccccc2)NC(=O)N(CC(=O)O)C1=O (centres undefined)	-4.1%	6
82	Cc1cc(C)cc(NC(=O)C(=O)NCCc2c[nH]c3ccccc23)c1	-2.7%	-12
83	COc1cccc2c(=O)c(C(=O)O)c[nH]c12	0.9%	·
84	O=C(Cn1c2ccccc2c(=O)c2ccccc21)N/N=C/c1ccc(N2CCCC2)c([N+](=O)[O-])c1	-7.6%	7
85	Cc1ccc2nc(/C(C#N)=N/O)[nH]c2c1	4.7%	4
86	C#CCNC(=O)C1=C[C@@H](c2ccc(Br)cc2)C[C@@H](OCc2ccc(CO)cc2)O1	2.2%	·
87	CN=C(NC#N)SCC(=O)c1ccc(Cl)cc1Cl	1.5%	24
88	CC(C)(C)OC(=O)N1CCC(c2cc(=O)n3[nH]c(-c4ccc(Cl)cc4)cc3n2)CC1	-6.7%	3
89	O=C(C1CC1)N1CCN=C1SCc1cccc(F)c1	-0.8%	6
90	COc1cc(/C=C(\C#N)c2nc3ccccc3s2)ccc1OCC(=O)Nc1ccccc1	1.2%	4
91	C=C(C)c1cccc(C(C)(C)NC(=O)NCc2ccc(OC)cc2)c1	7.4%	-9
92	O=C1N=C(N2CCOCC2)S/C1=C\c1ccccc1OS(=O)(=O)c1ccccc1	0.3%	-13
93	Cc1ccc(Nc2c([N+](=O)[O-])ccc3c2=NC2(CCCCC2)N=3)cc1	·	15
94	O=c1cc(N2CCCCC2)[nH]c(=O)n1C1CCCCC1	-1.4%	·
95	Cc1cc(C(=O)OCC(=O)Nc2cc(C(F)(F)F)ccc2N2CCOCC2)c(C)o1	-1.6%	·
96	CN(C)S(=O)(=O)c1ccc(Cl)c(NC(=O)CN2CCc3ccccc3C2)c1	-5.6%	14
97	Cc1ccc(S(=O)(=O)N2CCCC(C(=O)NCC(C)C)C2)cc1 (centres undefined)	0.8%	1
98	COC(=O)c1ccc(N=NNc2ccc(C(=O)OC)cc2)cc1	0.4%	·
99	COc1cc(/C=C2/SC(N)=NC2=O)ccc1Oc1ccc([N+](=O)[O-])cc1[N+](=O)[O-]	-9.6%	14
100	C=CCn1c(CCc2cc(C(C)(C)C)c(O)c(C(C)(C)C)c2)n[nH]c1=S	-2.9%	-12
101	CC12COC3(C(N)=O)CC1CCC32C (centres undefined)	-2.9%	?
102	Nc1nnc(N2CCc3ccccc32)s1	4.8%	·
103	Cc1cc(NC(=O)c2cncc(Br)c2)n(-c2ccccn2)n1	·	2
104	Cc1cc(=O)c2cc(Br)ccc2[nH]1	-3.0%	·
105	CCc1c(C)c2c(C)nn(-c3ccccc3)c2oc1=O	2.6%	·
106	COc1ccc(CCN=C(N)NS(=O)(=O)c2ccccc2)cc1OC	2.4%	-14
107	CCC(C)C(NC(=O)C1CCC(C)CC1)C(=O)NC(C(=O)OC)C(C)C (centres undefined)	3.4%	-11
108	COc1ccc(NC(=O)c2c(C(F)(F)F)nn(C)c2Cl)cc1	2.5%	8
109	CC1=C(C#N)C(=O)N(C2CCS(=O)(=O)C2)C(=O)/C1=C\c1ccco1 (centres undefined)	25%*	-3
110	CC(C)CN1CCN(Cc2cccc3cccnc23)CC1CCO (centres undefined)	2.5%	0
111	Nc1nc2c(s1)COc1ccccc1-2	1.1%	7
112	O=C(N/C(=C/c1cccc([N+](=O)[O-])c1)C(=O)N1CCCCC1)c1cccs1	4.0%	-2
113	Cc1ccc(C(=O)c2cc3ccccc3o2)cc1C	-1.2%	·
114	Cc1nnc(-c2cccc(Br)c2)c2cn(-c3ccc(Br)cc3)nc12	-2.0%	·
115	N#Cc1c(N)nc2c(c1N)CC(=O)N2c1ccccc1-c1ccccc1	1.3%	·
116	CCOC(=O)c1c(C)[nH]c(C2=NNC(=Nc3cccc(Cl)c3)SC2)c1C	-0.5%	2

Assay outcomes (PubChem)
